Source: PubChem BioAssay
PrPC surface inh – inhibitors of human cell surface prion protein PrPC; P04156; TR-FRET read-out; inhibition, % at 13.8 µM; actives 0.43% (n = 370,000); AID 720596; in the data active = inhibition above about 24%; note: 0% = median of the test wells and 100% = reference compound wells
PfHsp40 rescue – compounds rescuing yeast from Plasmodium falciparum HSP40 toxicity | actives 0.68% (n = 340,000) | S. cerevisiae expressing PfHsp40, growth rescue, ATP luminescence | growth rescue, % at 12.5 µM | AID 504582; in the data active = growth rescue above about 28%, passing the limit was not always enough; inconclusive = no clear call, values can overlap the other calls;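 note: yeast W303a lacking pdr1 and pdr3 grown in galactose medium; growth measured after three days at 30 °C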
BoNT A protease – blocks Botulinum neurotoxin A light chain protease | multiplex microsphere protease substrate cleavage, flow cytometry | inhibition, % at 10 µM | actives 0.17% (n = 360,000) | AID 588499; note: plate controls were buffer without enzyme for full effect and enzyme alone for no effect
FadD28 binding – inhibitors of Mycobacterium tuberculosis FadD28 bisubstrate binding. actives 0.22% (n = 360,000). inhibition, % at 12.5 µM. FadD28 bisubstrate probe binding, fluorescence polarization. AID 588549; in the data active = inhibition above about 8.5%, passing the limit was not always enough; inconclusive = no clear call, values can overlap the other calls
Anthrax LF prot – inhibitors of Bacillus anthracis lethal factor protease; actives 0.12% (n = 360,000); AID 588501; P15917; inhibition, % at 10 µM; multiplex microsphere protease cleavage assay, LF; note: plate controls were buffer without enzyme for full effect and enzyme alone for no effect
Target sequence (P15917 whole entry, looked up): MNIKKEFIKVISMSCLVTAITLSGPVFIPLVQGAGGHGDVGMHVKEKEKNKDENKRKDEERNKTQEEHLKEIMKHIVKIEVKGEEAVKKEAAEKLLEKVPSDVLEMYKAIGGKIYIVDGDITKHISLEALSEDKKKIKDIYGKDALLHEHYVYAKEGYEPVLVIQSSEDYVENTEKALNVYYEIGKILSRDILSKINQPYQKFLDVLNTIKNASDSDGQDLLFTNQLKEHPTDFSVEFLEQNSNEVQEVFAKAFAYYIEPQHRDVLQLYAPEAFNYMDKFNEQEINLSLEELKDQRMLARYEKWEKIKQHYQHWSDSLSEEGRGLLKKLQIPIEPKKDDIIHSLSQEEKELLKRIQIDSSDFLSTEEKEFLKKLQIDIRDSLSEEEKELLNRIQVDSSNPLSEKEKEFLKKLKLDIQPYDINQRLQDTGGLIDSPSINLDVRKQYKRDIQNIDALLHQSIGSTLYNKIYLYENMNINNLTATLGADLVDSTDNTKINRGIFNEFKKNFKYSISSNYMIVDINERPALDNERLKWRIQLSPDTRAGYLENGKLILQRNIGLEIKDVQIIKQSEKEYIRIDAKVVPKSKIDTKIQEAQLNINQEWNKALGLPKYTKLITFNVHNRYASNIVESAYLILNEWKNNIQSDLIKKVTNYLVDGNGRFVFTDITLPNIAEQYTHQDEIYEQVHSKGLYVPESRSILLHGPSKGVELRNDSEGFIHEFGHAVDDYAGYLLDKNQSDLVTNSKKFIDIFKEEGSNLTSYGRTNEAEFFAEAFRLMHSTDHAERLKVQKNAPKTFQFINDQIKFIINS
TcdB GH inh – inhibitors of Clostridioides difficile toxin B glycohydrolase; P18177; TcdB glycohydrolase enzymatic assay, plate reader; inhibition, % at 9.99 µM; actives 0.24% (n = 350,000); in the data active = inhibition above about 10%
CCHFV vOTU inh – CCHFV vOTU protease inhibition | actives 0.55% (n = 370,000) | Pep-AMC fluorescence | inhibition, % at 11.5 µM; in the data active = inhibition above about 30%; note: 0% = vehicle wells with enzyme and 100% = no enzyme wells
Y pestis TopoI – inhibitors of Yersinia pestis topoisomerase I | Y. pestis Topo-I cleavage product accumulation, plate reader | activity, % at 10 µM | actives 0.064% (n = 360,000) | AID 504884; in the data active = activity above about 50%, passing the limit was not always enough; inconclusive = no clear call, values can overlap the other calls; note: inactives centre near 2
BoNT-F LC inh – BoNT F light chain protease inhibition; inhibition, % at 10 µM; actives 0.22% (n = 360,000); Multiplex microsphere protease cleavage assay, flow cytometry; in the data active = inhibition above about 35%, passing the limit was not always enough; inconclusive = no clear call, values can overlap the other calls; note: plate controls were buffer without enzyme for full effect and enzyme alone for no effect
Numbers without * were called inactive; ? = inconclusive; nt = no result given. Cut-off read from the data, not from the text of the source, unless noted: active = inhibition above about 30%; inconclusive = no clear call, values can overlap the other calls; inactive = below that.

Every second line gives: BoNT-F LC inh, PrPC surface inh, PfHsp40 rescue, FadD28 binding, BoNT A protease, Anthrax LF prot, TcdB GH inh, CCHFV vOTU inh, Y pestis TopoI
O=C(c1ccc(NS(=O)(=O)c2ccc(F)cc2)cc1)N1CCC1
  -7, 8, 0.6, 0.7, -2.3, 0, 0.7, 14, -4
Cc1cc(C(=O)O)cc(Br)c1N
  -5, 3, -0.4, -3.1, -0.7, -6, 0.6, 17, -9
COc1cc(OC)cc(C(=O)N[C@H](C(=O)Nc2c(C)n(C)n(-c3ccccc3)c2=O)C(C)C)c1
  -18, -10, -1.5, -4.3, 1.0, -4, -0.1, -7, 2
COc1ccc(/C=C2\Sc3ccc(C(=O)NCC4CCCO4)cc3N(C)C2=O)cc1 (configuration not stated)
  -1, -3, ?, -1.0, 2.7, 6, -0.7, 8, 28
O=C(O)Cn1nnn(-c2ccccc2)c1=S
  -3, -3, -1.4, 0.2, -1.2, -5, nt, 7, 6
Cc1cc(C)c2ccc(C)[n+]([O-])c2c1O
  0, -9, 1.2, -0.8, -0.7, -10, nt, -5, 3
O=C(O)c1ccc(OS(=O)(=O)c2cccc(C(F)(F)F)c2)cc1
  -2, 9, -2.0, -2.1, -0.4, 3, -8.8, 23, -2
Cc1ccccc1NC(=O)C(=O)NCCc1ccccc1
  -7, 2, -0.1, -0.5, -1.2, -1, nt, -4, 7
CCc1nnc(NC(=O)CSc2nc3cc4c(cc3cc2CC)OCCO4)s1
  6, -5, 0.9, -0.6, -0.5, -3, nt, -11, 4
Cn1c(=O)c2[nH]c(CCCc3nc4ccccc4[nH]3)nc2n(C)c1=O
  3, -6, -0.1, -0.7, -0.5, -2, 3.9, 13, 2
COc1ccc(-c2sc3ccccc3c2/C=C/c2ccc(N)cc2)cc1
  -7, -3, -2.2, -0.4, -0.2, -5, 1.5, -5, -9
O=C(Nc1nnc(-c2ccc(Cl)cc2)o1)NC1CCCCC1
  4, -7, 2.3, 0.5, 0.3, -1, nt, 3, 0
O=C1c2ccccc2C(=O)N1Cc1cc(Cl)c(O)c([N+](=O)[O-])c1
  -31, 3, -1.4, -0.8, -5.1, -8, -0.9, 2, -5
CN(CCCNC(=O)c1nn(C)c2c1CS(=O)(=O)c1ccccc1-2)Cc1ccccc1
  0, -5, -0.6, -0.2, 0.3, 6, -0.3, 1, 0
COCCCN1C(=O)c2ccc(C(=O)N3CCN(c4ccccc4OC)CC3)cc2C1=O
  7, -4, -0.5, -0.2, -1.0, 0, 0.9, -8, 9
CSc1nc(NCC(C)C)c2c3c(sc2n1)CN(C)CC3
  -1, -1, -0.6, -1.7, 4.4, -6, nt, -41, -3
CC(C)c1ccc(C(=O)NC(=S)NCc2cccnc2)cc1
  27, 8, 0.9, 0.1, 2.9, -2, 0.4, 1, 32
CCOC(=O)c1sc(NC(=O)c2ccc(C)s2)cc1C
  -41, 21, 0.4, -7.0, -1.5, 1, nt, 10, -5
Cc1cccc(C(=O)N2CCCC(N3CCN(Cc4ccc5c(c4)OCO5)CC3)C2)n1 (configuration not stated)
  -7, -1, -0.7, -0.9, 0.5, 1, -1.8, 9, -7
CC(Sc1nncs1)C(=O)NCc1ccc2c(c1)OCO2 (configuration not stated)
  -8, -2, 1.4, -2.8, 0.2, 2, nt, -14, 3
Cc1cc(C)nc(SCC(=O)OCC(=O)Nc2ccccc2)n1
  1, -2, 0.4, -3.4, -2.2, 1, -0.2, 8, 4
CCN(CC)C(=O)[C@H]1C[C@H](CC(=O)NCc2ccco2)C(=O)N2CCc3c([nH]c4ccc(Cl)cc34)[C@]12C
  -5, 7, 16, -1.7, -0.4, 4, 3.6, 6, 25
OCC[C@H]1C[C@H](O)[C@@H](O)[C@]2(OCCc3ccccc32)O1
  4, -1, -0.1, -2.1, 0.0, -2, -4.5, 6, -10
CCn1c(NC(=O)C(C)C)c(-c2ccccc2)c(=O)c2ccccc21
  nt, -1, nt, -0.1, nt, nt, 1.0, -7, -5
Cc1ccc(C)c(N2CCN(C3CCCC(C)C3)CC2)c1 (configuration not stated)
  -33, 1, -1.3, -1.7, -0.4, -4, 0.6, -7, -8
Cc1ccc2nc(-c3ccc4c(c3)OCCO4)cc(C(=O)O)c2c1
  4, 11, 1.7, 1.6, -0.9, -4, nt, -5, 4
CCOC(=O)/C(C#N)=C/C1=C(N2CCOCC2)C(C)(C)OCC1
  ?, 3, -0.2, -2.9, ?, -16, -0.1, -10, -1
CCOC(=O)/C=C/c1ccc2c(c1)S(=O)(=O)N(Cc1ccc(OC)cc1)[C@H]2CC(=O)OCC
  1, -4, 21, 0.4, -0.1, 6, -1.3, 2, 36
COC(=O)[C@]1(Cc2ccccc2)N[C@H](CN(C)S(=O)(=O)c2ccc(C)cc2)[C@@H]2C(=O)N(Cc3ccccc3)C(=O)[C@@H]21
  -8, -7, 0.5, -1.5, -0.6, -4, 0.2, -2, -2
Cn1cc(SCC(=O)NCC2CCCO2)c2ccccc21 (configuration not stated)
  -8, 10, 0.9, 1.1, -0.4, -1, 0.8, 0, 2

Single values from the list:
Reading of CCn1c(NC(=O)C(C)C)c(-c2ccccc2)c(=O)c2ccccc21 under PrPC surface inh: -1
Reading of Cc1cc(C(=O)O)cc(Br)c1N under PrPC surface inh: 3
Reading of COCCCN1C(=O)c2ccc(C(=O)N3CCN(c4ccccc4OC)CC3)cc2C1=O under PrPC surface inh: -4
Reading of OCC[C@H]1C[C@H](O)[C@@H](O)[C@]2(OCCc3ccccc32)O1 under PfHsp40 rescue: -0.1

Next section:
Every second line gives: BoNT-F LC inh, PrPC surface inh, PfHsp40 rescue, FadD28 binding, BoNT A protease, Anthrax LF prot, TcdB GH inh, CCHFV vOTU inh, Y pestis TopoI
O=C(COC(=O)c1ccccc1)Nc1ccccc1N1CCOCC1
  -6, 2, 5.8, 1.1, 0.4, -7, nt, 2, 11
Cc1ccc(S(=O)(=O)Nc2cccnc2Oc2ccc(Cl)cc2)cc1
  ?, -1, 18, -1.9, -3.1, 4, 14*, 12, -5
Cc1cc(Cl)ccc1C(=O)C1CCCN(C(=O)c2cccnc2C)C1 (configuration not stated)
  3, 4, 0.4, -1.0, 0.0, -3, 0.7, -1, 7
CNC(=O)CN(c1ccc(C(C)C)cc1)S(C)(=O)=O
  -2, -7, 0.4, 0.2, 1.4, -2, nt, 8, 4
CC1CCCCN1c1nc2nonc2nc1N1CCCCC1C (configuration not stated)
  -3, 1, 0.0, -6.1, 0.6, 3, nt, 5, 3
Cc1cccc(NC(=O)c2nc[nH]c2C(=O)NCCCCNC(=O)c2[nH]cnc2C(=O)Nc2cccc(C)c2)c1
  -9, -1, -0.5, -0.9, -0.2, -2, 0.4, -5, 4
O=[N+]([O-])c1ccc(/C=N/Nc2nc3ccccc3o2)cc1
  0, 8, -0.1, 1.0, -2.2, 1, 0.1, 15, -2
CC1(c2ccccc2)NC(=O)N(CC(=O)NCc2cccc(Cl)c2)C1=O (configuration not stated)
  -8, 7, -0.6, -2.6, -2.6, -9, -8.5, 18, 5
COc1ccc(S(=O)(=O)N2CCc3ccccc3C2)cc1C(=O)O
  -7, 4, -0.1, -5.0, 2.3, -4, -0.8, 5, -3
O=C(COC(=O)c1cccnc1Cl)NC(=O)NC1CCCCC1
  3, 0, 0.0, -0.4, 0.5, -2, 1.2, 4, 3
O=C1c2cc3c(cc2CCC1c1ccc2c(c1)OCO2)OCO3 (configuration not stated)
  4, 0, nt, -2.8, -0.1, 1, 1.8, 0, 18
CN(CC(=O)Nc1ccc(F)cc1)CC(=O)N1CCCCC1
  5, 1, 0.3, -3.7, 0.4, 0, 0.0, 3, 2
COc1ccc(N(CC(=O)NCc2ccc(F)cc2)S(=O)(=O)c2c(C)n[nH]c2C)cc1
  -2, 0, 0.4, 0.2, 2.4, 2, -0.6, 12, 5
CN(C(=S)Nc1ccc(F)cc1)C(c1ccccc1)c1ccccc1
  -1, -3, 0.0, -3.4, 0.6, -8, 0.4, -7, 0
CC(O)C(NS(=O)(=O)c1ccc(Cl)cc1)C(=O)OCC(=O)c1c[nH]c2ccccc12 (configuration not stated)
  0, -10, 0.1, -8.9, 0.3, -2, 1.0, -5, -3
COc1ccc(C(C)=O)cc1COc1ccc([N+](=O)[O-])c(C)c1
  -8, 4, 0.2, -1.0, 0.0, -2, -0.1, 4, -9
O=C(CN(C(=O)c1csnn1)c1ccc(F)cc1)NCc1ccc2c(c1)OCO2
  -16, 6, -0.5, -3.0, -1.8, 3, 0.5, 10, 2
O=C(CSc1nc2c(cnn2-c2cccc(Cl)c2)c(=O)[nH]1)NCC1CCCO1 (configuration not stated)
  4, -2, -1.2, -3.6, 2.2, 1, -0.2, -11, -1
COc1ccc(C(O)c2ncc(-c3ccc4ccccc4c3)[nH]2)cc1 (configuration not stated)
  -1, 7, nt, -0.9, 0.3, -3, -0.9, 13, -11
O=C(Cn1cnnn1)Nc1cccc(S(=O)(=O)N2CCCCC2)c1
  -4, 1, 0.8, -0.6, 0.1, -8, 0.3, 7, 17
CCSc1oc(-c2cccs2)nc1S(=O)(=O)c1ccccc1
  1, 0, 2.8, -4.4, 0.7, -5, 4.8, 3, 32
COc1cccc(CNC(=O)C(CCSC)NS(=O)(=O)c2ccc3c(c2)oc(=O)n3C)c1 (configuration not stated)
  37*, 7, -0.2, 1.3, 0.7, -3, nt, 18, 1
COc1cccc(C(=O)Nc2cc(Cl)c(O)c(Cl)c2)c1
  -8, 3, -0.4, -1.3, -0.1, -3, 7.8, 12, 20
CC1CN(C(=S)NC(=O)c2ccc([N+](=O)[O-])cc2)CC(C)O1 (configuration not stated)
  8, -4, 0.0, -4.9, 0.1, 0, nt, 3, 2
O=C(NC(Cc1c[nH]c2ccccc12)c1nnc2n1CCCCC2)c1ccccc1Cl (configuration not stated)
  1, 0, -0.9, -3.3, 0.5, 3, nt, 3, 2
O=C1Nc2c(Br)cc(Br)cc2C1(O)N1CCOCC1 (configuration not stated)
  -12, -14, -0.7, 1.7, 1.2, 1, nt, -15, -6
COc1cc2c(cc1OC)C(C(=O)Nc1ccc3c(c1)OCCO3)C(c1cccnc1)N(C)C2=O (configuration not stated)
  8, -6, 0.3, -0.7, 0.9, 1, nt, -7, 4
COc1ccc(-c2cc(C(=O)OCC(=O)N3CCCC3)c3ccccc3n2)cc1
  0, -26, 6.0, -8.7, 0.6, 4, nt, 3, 10
CC1(C)NC(=O)N(CC(=O)N2CCC(Cc3ccccc3)CC2)C1=O
  -2, 10, -1.3, -3.7, 1.8, -1, 0.1, 0, 8
CCOC(=O)C1(Cc2ccccc2)CCN(Cc2cc(OC)c3c(c2)OCO3)CC1
  -1, 9, -1.8, -4.7, -0.9, -7, 0.8, -3, 24
CC(=O)N1CCN(CC(C)(C)NS(=O)(=O)c2ccccc2)CC1
  1, -2, -0.8, -0.9, -0.6, 8, 1.2, 27, -1
Cc1cc(C)c(C#N)c(SCC(=O)c2ccccc2)n1
  -4, -40, 0.8, -2.6, -0.1, 0, 1.7, -8, 10
CCOc1ccc2[nH]c(=O)c(CN(CCO)C(c3nnnn3C3CCCCC3)C(C)C)cc2c1 (configuration not stated)
  1, -3, 0.3, -2.5, 8.0, 7, nt, -1, 6
CCn1c(=N)n(CC(O)c2cccs2)c2ccccc21 (configuration not stated)
  -3, -7, 9.4, -0.3, -0.1, 1, 0.7, 13, 3
COc1ccc(OC)c(/C=N\NC(=O)c2ccc(=O)n(C)c2)c1
  -4, 1, -0.7, -1.5, 0.6, 2, -1.2, -18, 1
CC(Oc1ccc(Cl)cc1Cl)c1nc(-c2ccc(NC(=O)c3ccncc3)cc2)no1 (configuration not stated)
  -6, 11, -0.5, -4.5, -2.4, -2, 0.5, -3, -3
CCOC(=O)C1(C(=O)O)NC(=O)CC1c1ccccc1 (configuration not stated)
  -2, -3, -0.7, 0.5, -1.0, -4, nt, -17, 6

Single records, from the list above:
Cc1ccc2nc(-c3ccc4c(c3)OCCO4)cc(C(=O)O)c2c1 across the screens: BoNT-F LC inh = 4; PrPC surface inh = 11; PfHsp40 rescue = 1.7; FadD28 binding = 1.6; BoNT A protease = -0.9; Anthrax LF prot = -4; TcdB GH inh = nt; CCHFV vOTU inh = -5; Y pestis TopoI = 4
CCSc1oc(-c2cccs2)nc1S(=O)(=O)c1ccccc1 across the screens: BoNT-F LC inh = 1; PrPC surface inh = 0; PfHsp40 rescue = 2.8; FadD28 binding = -4.4; BoNT A protease = 0.7; Anthrax LF prot = -5; TcdB GH inh = 4.8; CCHFV vOTU inh = 3; Y pestis TopoI = 32
